AMA1-RON2 inh: disrupts binding of P. falciparum AMA1 to RON2. AlphaScreen AMA1-biotinylated RON2 peptide binding. Potency, µM (series often up to 58.2 µM), for inactives: at the top dose activity change, negative = inhibition, actives largely listed as inhibitors. hit rate 0.2% among 360,000. AID 720542;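 also: potency is read from the fitted curve at half-maximal effect; 0% = vehicle wells and -100% = peptide control; nearly all actives have a fitted effect of over 45% in size; some results filed as inactive show a strong effect at the top dose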
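AMA1 (3D7) with his tag at 25 nM final met compounds first, then biotinylated RON2 peptide at 25 nM; detection used donor plus acceptor beads, 10 µg/mL apiece, read by AlphaScreen after 30 min at room temperature.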
Pf growth 48h: P. falciparum growth inhibition at 48 hours (one generation); P. falciparum luciferase growth in erythrocytes, 48 h; Potency, µM (titrated, usually from 28.7 µM), inactives show at the highest dose activity change, negative = inhibition, actives largely listed as inhibitors; hit rate 5.9% among 310,000; AID 504832; also: potency is read from the fitted curve at half-maximal effect; % is scaled to controls: 0 for no effect and ±100 for the full control effect
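Parasite viability was followed by luminescence of a genomically integrated firefly luciferase. Cultures held 0.1% parasitemia at 2% hematocrit (final), incubated under 5% CO2 at 37 C.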
CHX counter: affects cycloheximide protein synthesis inhibition readout, counter-screen; hit rate 12% among 300,000; cell reporter, cycloheximide protein synthesis inhibition counterscreen; max response, %; in the data active = max response mostly above about 13%, no sharp cut-off; inactive = mostly below about 14%; also: read at 38.3 µM for the half of the compounds with a filed dose; 0% is about no effect
LmPK inhibitor: blocks Leishmania mexicana pyruvate kinase activity. purified LmPK, Kinase-Glo ATP luminescence, 1 h. Potency, µM (doses to about 57.5 µM), without a hit: top-dose activity change, negative = inhibition, usual class: inhibitors. hit rate 0.37% among 290,000. AID 1721; also: potency is read from the fitted curve at half-maximal effect; % is scaled to controls: 0 for no effect and ±100 for the full control effect
Target sequence (Q27686 whole entry, looked up): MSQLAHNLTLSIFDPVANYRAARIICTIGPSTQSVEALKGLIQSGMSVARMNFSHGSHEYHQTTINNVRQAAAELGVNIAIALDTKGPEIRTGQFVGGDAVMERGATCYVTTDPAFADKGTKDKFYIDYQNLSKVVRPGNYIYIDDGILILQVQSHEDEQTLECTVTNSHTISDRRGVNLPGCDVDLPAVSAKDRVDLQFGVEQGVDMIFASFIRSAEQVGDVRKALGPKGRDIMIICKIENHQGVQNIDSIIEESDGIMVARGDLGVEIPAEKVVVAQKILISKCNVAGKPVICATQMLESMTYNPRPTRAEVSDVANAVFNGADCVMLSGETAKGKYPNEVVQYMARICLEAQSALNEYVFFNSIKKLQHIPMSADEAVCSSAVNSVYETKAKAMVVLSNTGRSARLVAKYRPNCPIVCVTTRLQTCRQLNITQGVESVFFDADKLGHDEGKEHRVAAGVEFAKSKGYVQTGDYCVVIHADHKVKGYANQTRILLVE
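Kinase-Glo luminescence read after 1 h RT reaction of 0.1 nM LmPK with 0.5 mM PEP and 0.1 mM ADP. Activity scaled between uninhibited and enzyme-free controls.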
TbPYK inhibitor: blocks Trypanosoma brucei pyruvate kinase | Potency, µM (titrated, usually from 76.8 µM), for the others: at the highest dose activity, negative = inhibition, actives largely listed as inhibitors | TbPYK enzyme, Kinase-Glo Plus ATP luminescence, 45 min | hit rate 0.12% among 410,000 | Q57TT1; also: potency is read from the fitted curve at half-maximal effect; % is scaled to controls: 0 for no effect and ±100 for the full control effect; nearly all actives have a fitted effect of over 50% in size
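Screened from lowest to highest concentration, compounds were pinned into TbPYK/substrate mixtures, and ADP (130 uM final) was added. Plates sat at room temperature for 45 min prior to Kinase-Glo Plus detection by luminescence.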
Shiga inhibitor: Shiga toxin inhibition; inhibition, % at 38.7 µM; hit rate 9.2% among 290,000; Vero cells, Shiga toxin protein synthesis inhibition reporter; in the data active = inhibition mostly above about 28%, no sharp cut-off; inactive = mostly below about 43%; also: 0% is about no effect
Pf growth 96h: inhibits malaria parasite growth, 96 h | P. falciparum luciferase reporter growth, 96 h | hit rate 6.9% among 320,000 | AID 504834 | Potency, µM (doses to about 28.7 µM), for the others: at the top dose activity change, negative = inhibition, usual class: inhibitors; also: potency is read from the fitted curve at half-maximal effect; % is scaled to controls: 0 for no effect and ±100 for the full control effect
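Cell-based qHTS: luciferase-tagged P. falciparum in erythrocytes (2% hematocrit, 0.05% parasitemia final) incubated with compounds for 96 hours, 37 C, 5% CO2; luciferase detection reagent then added and luminescence measured.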
* = called active by the depositor; ? = inconclusive; . = no result given; & = joins results of further samples; [ ] = another dose, or the depositor's remark. Unless noted, calls follow the shape of the dose curve; as a rule, active = well fitted curve in the direction sought with a large enough effect; inconclusive = small, poorly fitted or top-dose-only effect, or another doubt; inactive = no such curve, though single readings can be large; an effect the other way counts as inactive or inconclusive.

SMILES | AMA1-RON2 inh | Pf growth 48h | CHX counter | LmPK inhibitor | TbPYK inhibitor | Shiga inhibitor | Pf growth 96h
Cc1c(NC(=O)CCCOc2ccccc2)cccc1[N+](=O)[O-] | -9% | ? | 7 | 2% | 8% | 10 | ?
CC(=O)Nc1sc2c(c1C(N)=O)CCN(Cc1ccccc1)C2 | 8% | 1% | -1 | 1% | -2% | 21 | 29%
CC(C)(C)c1ccc(C(=O)NC(=S)Nc2sc3c(c2C#N)CCC3)cc1 | -1%[2.32 µM] | 4% | 12* | 0% | -7% | 18* | 35%[activator]
COc1ccc(NS(=O)(=O)c2ccc(NC(=S)NC(=O)/C=C/c3ccc(C)cc3)cc2)nn1 | 23% | 14% | 0 | -3% | 4% | -11 | ?
CCOC(=O)c1c(-c2ccc(-c3ccccc3)cc2)csc1NC(=O)CCC(=O)O | -4% | ? | -2 | 7% | -6% | -3 | ?
O=C(NCCCc1nc2ccccc2[nH]1)c1cccs1 | -8% | -9%[5.75 µM] | 3 | 2% | 1% | 7 | 12%
Cc1nc(N2CCOCC2)c2oc3ccccc3c2n1 | -9% | -9% | 4 | 2% | -2% | -12 | 56%[activator]
Cc1ccc(NC(=O)c2ccc(Cl)cc2[N+](=O)[O-])nc1 | -2% | -1% | -4 | -4% | -2% | -4 | 41%[activator]
COc1ccc2nc(/N=C/c3c(O)n(-c4cccc(Cl)c4)c(=O)[nH]c3=O)sc2c1 | 22% | 74%[activator] | 11 | -7% | 3% | 24 | 39%[activator]
CN1CCN(C(=O)C2C3C=CC(C3)C2C(=O)O)CC1 (configuration not stated) | 11% | 16% | -4 | -6% | 0% | 24 | -9%
O=c1cc(CSc2nnnn2-c2ccccc2)nc(Nc2ccc(F)cc2)[nH]1 | ? | -9% | -3 | -3% | -8% | -16 | ?
O=C1/C(=N\S(=O)(=O)c2cccs2)C([n+]2ccccc2)=C([O-])c2ccccc21 | -2% | ? | -5 | -1% | -11% | -4 | ?
CSc1ccccc1OCc1cc(C(=O)N2CCN3CCCC3C2)no1 (configuration not stated) | 2% | 8% | 15* | -1% | -13% | 27 | ?
Cc1[nH]c2ccccc2c1/C=N/Nc1ccc(F)cc1F | . | ? | 31* | -2% | . | 30* | ?
CN(Cc1ccccc1F)C(=O)CN1c2cccc3cccc(c23)S1(=O)=O | 23% | -32% | . | . | 2% | . | 2%

Two compounds from above, reduced to CHX counter.
canonical_smiles	CHX counter
Cc1c(NC(=O)CCCOc2ccccc2)cccc1[N+](=O)[O-]	7
CC(=O)Nc1sc2c(c1C(N)=O)CCN(Cc1ccccc1)C2	-1

Continued.
SMILES | AMA1-RON2 inh | Pf growth 48h | CHX counter | LmPK inhibitor | TbPYK inhibitor | Shiga inhibitor | Pf growth 96h
COCCN(Cc1ccccc1)P(=O)(O)c1ccccc1OCC(=O)O | -3% | 0% | -4 | 1% | -2% | -12 | 22%
Cc1cccc(N(C2C=CS(=O)(=O)C2)S(=O)(=O)c2ccccc2)c1 (configuration not stated) | 10% | ? | -1 | 2% | 2% | -18 | 116%[activator]
Fc1ccccc1C1CCN(Cc2nc(CC3CC3)no2)C1 (configuration not stated) | -15% | 42%[activator] | 28* | 2% | -10% | 75* | ?
O=C(c1ccccc1)c1nn(-c2cccc(Cl)c2)c2nc(-c3ccccc3)cc(=O)n12 | -5% | 15% | -6 | 4% | 5% | 24 | 34%[activator]
CCc1ccc(O)c(N=Cc2ccccc2O)c1 | 30% | ? | 15* | -5% | -8% | 71* | .
Cc1ccc(-n2nc3c(=O)n(CC(=O)NCc4ccccc4)nc(C)c3c2C)cc1 | -6% | 10% | 2 | -2% | 0% | -3 | 14%
CC(=O)NC(Cc1c[nH]c2ccccc12)C(=O)OCC(=O)Nc1ccc2c(c1)OCO2 (configuration not stated) | -6% | 16% | 9 | 6% | 9% | 3 | -13%
CC(O)[C@H]1CC[C@H]2[C@@H]3CC[C@H]4C[C@@H](O)CC[C@]4(C)[C@H]3/C(=N/O)C[C@]12C (some centres not stated) | 7% | -8% | . | . | 0% | . | 63%[activator]
CCn1c(SCC(=O)c2ccccc2)nnc1-c1cc2cc(Br)ccc2o1 | 6% | 5% | 10 | 5% | -26% | -11 | .
CCOc1ccc(NS(=O)(=O)c2ccc(SC)cc2)cc1 | 1% | -26% | -2 | 3% | -5% | 30 | 11%
COc1ccc(N(C(C)C(=O)N2CCC(Cc3ccccc3)CC2)S(C)(=O)=O)cc1 (configuration not stated) | -15% | ? | 9 | 0% | 0% | 20 | 6%
COc1ccc(CNC(=O)C2CCN(S(=O)(=O)c3cccc(C(F)(F)F)c3)CC2)cc1 | -20% | -14% | . | . | -2% | . | ?
Cc1ccc(SCc2cc(=O)[nH]c(N3CCN(Cc4ccc5c(c4)OCO5)CC3)n2)cc1 | -4% | 4% | 11 | -2% | -3% | -12 | .
Cn1cc(Br)c(C(=O)Nc2nccs2)n1 | 31%[activator] | 69%[activator] | 27* | -1% | -17% | 43* | 31%[activator]
CC(=O)c1ccc(-n2nnnc2SCC(=O)NNC(=O)c2ccco2)cc1 | 1% | 4% | -3 | -1% | -4% | -15 | 23%
COc1ccc(N(C)S(=O)(=O)c2ccc3c(c2)CCN3C(=O)C2CC2)c(OC)c1 | 1% | -6% | -4 | -7% | -2% | -12 | 4.1µM*
CCn1c(C)nc2cc(C(=O)N/N=C/c3ccc(N4CCOCC4)cc3)ccc21 | -16% | ? | 2 | -2% | 6% | 46 | ?
Cc1c(NC(=O)N2CCCCCC2)c(=O)n(-c2ccccc2)n1C | -9% | 19% | -5 | 5% | 1% | -3 | ?
CC(O)C(O)[C@H]1CNc2nc(N)[nH]c(=O)c2N1 (some centres not stated) | . | -4% | . | . | -4% | . | ?
COCCC(=O)N1CCC(Oc2ccc(C(=O)N3CCC(N(C)C)C3)cc2)CC1 (configuration not stated) | -3% | 18% | -4 | 3% | 2% | -2 | ?
COc1ccc(CC(=O)Nc2c(C(N)=O)oc3ccccc23)cc1 | -12% | ? | -1 | -6% | 2% | 9 | 25%
Cc1cc2ccccn2c1C(=O)c1ccc(F)cc1 | 21% | 14% | 12 | -1% | -1% | 43 | 3%
C=CCn1c(SCC(=O)N(C)C2CCS(=O)(=O)C2)nc2ccccc2c1=O (configuration not stated) | 2% | -1% | -3 | 0% | 0% | -7 | -5%
Cc1cc(C)c(NC(=O)c2cc3c(nc4sccn43)s2)c(C)c1 | -6% | ? | 0 | 5% | -10% | -10 | ?
CC1CC(C)CN(C(=O)CSc2nnc(CSc3ncccn3)n2C)C1 (configuration not stated) | 23% | -2% | -3 | -8% | 3% | -12 | ?
Cc1c(Br)ccc(NC(=O)Cn2nc(-c3cccs3)ccc2=O)c1C | -5% | 10% | 10 | -10% | 10% | -17 | -13%
Cc1ccc2nc(NC(=O)CN3CCOCC3)sc2c1 | -3% | 60%[activator] | 33* | -2% | -3% | 64* | 16%
Cc1nn(C(C)C(=O)NNC(=S)Nc2ccc(F)cc2)c(C)c1[N+](=O)[O-] (configuration not stated) | 58%[activator] | . | -7 | 9% | -16% | -20 | 16%
Cn1c(C(=O)N2CCCC(C(=O)NCCc3ccccc3)C2)cc2sccc21 (configuration not stated) | 0% | ? | 18* | 1% | ? | 61* | 212%[activator]
CCCCS(=O)c1c(O)c2ccccc2[nH]c1=O (configuration not stated) | -4% | -1% | -4 | -3% | 2% | -5 | -20%
COc1ccccc1-c1nc(-c2ccc(Br)o2)no1 | 4% | . | 97* | -13% | -7%&-1% | 146* | ?
CCN(CC)Cc1ccccc1CNC(=O)c1cccc(S(=O)(=O)Nc2ccc3c(c2)OCO3)c1 | 0% | 9.3µM* | . | . | -9% | . | ?
Cc1ccc(S(=O)(=O)NCc2ccccc2)cc1C(=O)NC1CCC(C)CC1 (configuration not stated) | -8% | -2% | 12* | 0% | 3% | 55* | 33%[activator]
COC(=O)CCC(=O)OC1(C)C(=O)C2=CN(CCCCO)C(c3ccc(OC)cc3)=CC2=C(Br)C1=O (configuration not stated) | . | ? | -1 | 0% | . | 7 | ?
Cc1nnc(SC(C)C)n(N)c1=O | -5% | 20% | 15 | -7% | -1% | -2 | -6%
O=C(/C=C/c1ccco1)Nc1cccnc1 | -7% | 90%[activator] | 21* | ? | -12% | 47 | 64%[activator]
CCCC(=O)OCCNC(=O)c1cc2ccccc2oc1=O | -3% | 10% | 9 | 1% | -10% | 7 | .
CC(Sc1nc2sccc2c(=O)n1-c1ccccc1)C(N)=O (configuration not stated) | 7% | ? | 5 | 3% | -18% | -3 | 1.7µM*
Cc1ccccc1C(=O)NCCCCc1ccccc1 | 20% | 2% | 9 | 5% | -3% | 27 | -11%
COc1cccc(C2(CSc3nnc(-c4cc(OC)c(OC)c(OC)c4)o3)OCCO2)c1 | -3% | ? | -4 | 5% | 8% | -23 | ?
CC(C)N=C(NC#N)SCc1ccc(Br)cc1 | 7% | ? | -1 | 6% | 3% | -4 | 13µM*
CCCCC1C2C(=O)N(c3ccccc3)C(=O)C2ON1c1ccccc1 (configuration not stated) | -1% | 26% | -1 | 9% | -3% | 9 | -31%
Cc1ccc(-n2nc3c(c2NC(=O)c2cccs2)CS(=O)(=O)C3)c(C)c1 | -14% | 22% | -5 | -1% | -4% | -3 | 0.59µM*
O=C(NCC1CCCO1)c1cccnc1NCc1ccc(F)cc1 (configuration not stated) | 0% | 12% | -3 | 3% | -3% | -17 | 17%
COc1ccc(Nc2nc(C)cc(C)c2C#N)cc1 | 22% | 37%[activator] | -1 | 8% | 11% | -4 | .
CN(C)c1nnnn1-c1ccc(Cl)cc1Cl | 22% | -13% | 1 | -15% | -1% | -8 | 2%
O=C(NC(CC(=O)N1CCCC(C(F)(F)F)C1)c1ccccc1)c1ccccc1Cl (configuration not stated) | -11% | 15% | -11 | -9% | 11% | -20 | ?
CCCN(C(=O)c1ccc2c(SCC(=O)O)c3c(nc2c1)CCC3)c1cccc(C)c1 | -15% | 0% | -2 | 2% | 1% | -4 | -22%
O=c1[nH]nc(-c2ccc(OCc3ccc(Cl)cc3Cl)cc2)o1 | 1% | -3% | -7 | 0% | 1% | 2 | -13%
Cc1ccc(CSCC(=O)Nc2ccc(F)cc2)cc1 | 9% | 12% | -2 | 6% | -13% | 11 | ?
CCn1c(SCc2ccccc2Cl)nc2nc3c(cc2c1=O)CCCC3 | -9% | ? | 1 | 0% | 3% | 10 | ?
O=C1Nc2ccccc2/C1=N\N1CCOCC1 | -1% | 9% | -2 | -2% | 0% | -7 | 16%

Complete entries from above:
CC(C)(C)c1ccc(C(=O)NC(=S)Nc2sc3c(c2C#N)CCC3)cc1 in the list: AMA1-RON2 inh: -1%[2.32 µM]; Pf growth 48h: 4%; CHX counter: 12*; LmPK inhibitor: 0%; TbPYK inhibitor: -7%; Shiga inhibitor: 18*; Pf growth 96h: 35%[activator]
CC(=O)c1ccc(-n2nnnc2SCC(=O)NNC(=O)c2ccco2)cc1 in the list: AMA1-RON2 inh: 1%; Pf growth 48h: 4%; CHX counter: -3; LmPK inhibitor: -1%; TbPYK inhibitor: -4%; Shiga inhibitor: -15; Pf growth 96h: 23%
